High-throughput results (PubChem)
SNCA viab count: counter-screen for SNCA expression inhibitors: cell viability; Potency, µM (doses to about 57.1 µM), without a hit: top-dose activity change, negative = cytotoxicity, most hits filed as cytotoxic; 150,000 compounds, 0.12% hits; HEK-293-SNCA-luc viability, GF-AFC fluorescence, 24 h;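 further: potency means the concentration at half of the fitted maximal effect; 0% = DMSO-treated cells and -100% = medium-only wells without cells; nearly all actives have a fitted effect of over 30% in size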
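HEK-293-SNCA-luc cells (1500/well) plated 24 h, then exposed 24 h to a dilution series; GF-AFC added 30 min at 37C, fluorescence 405/540 nm; normalised to medium-only and DMSO wells, Hill fit.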
SNCA expr inhib: inhibitors of alpha-synuclein (SNCA) gene expression. Potency, µM (series often up to 57.2 µM), for the others: at the top dose activity change, negative = inhibition, actives largely listed as inhibitors. HEK-293 SNCA-luciferase knock-in, luminescence, 24 h. 140,000 compounds, 0.17% hits;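 further: potency means the concentration at half of the fitted maximal effect; plate controls were DMSO cells for no effect and cell-free wells for full effect; nearly all actives have a fitted effect of over 45% in size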
GPT2 inhibitor: GPT2 alanine aminotransferase inhibition | Q8TD30 | Recombinant GPT2, coupled pyruvate oxidase/HRP Amplex Red fluorescence | Potency, µM (highest dose often 57.7 µM), inactives show at the top dose activity change, negative = inhibition, hits mostly inhibitors | 100,000 compounds, 0.25% hits; further: potency means the concentration at half of the fitted maximal effect; nearly all actives have a fitted effect of over 60% in size; many of its hits are not listed in these tables
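Recombinant GPT2 (10ng/uL) with 250uM a-KG and 2mM L-alanine, 30 min at room temperature, in HEPES pH 7.5 buffer. Pyruvate detected by pyruvate oxidase/HRP/Amplex Red fluorescence after 30 min in the dark; AOA (50uM) as positive control.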
FLuc inh: inhibitors of firefly (Photinus pyralis) luciferase. purified P. pyralis luciferase, luminescence, biochemical. Potency, µM (series often up to 115 µM), for inactives: at the highest dose activity change, negative = inhibition, usual class: inhibitors. 76,000 compounds, 2.5% hits; further: potency means the concentration at half of the fitted maximal effect; nearly all actives have a fitted effect of over 65% in size
Target sequence (P08659 whole entry, looked up): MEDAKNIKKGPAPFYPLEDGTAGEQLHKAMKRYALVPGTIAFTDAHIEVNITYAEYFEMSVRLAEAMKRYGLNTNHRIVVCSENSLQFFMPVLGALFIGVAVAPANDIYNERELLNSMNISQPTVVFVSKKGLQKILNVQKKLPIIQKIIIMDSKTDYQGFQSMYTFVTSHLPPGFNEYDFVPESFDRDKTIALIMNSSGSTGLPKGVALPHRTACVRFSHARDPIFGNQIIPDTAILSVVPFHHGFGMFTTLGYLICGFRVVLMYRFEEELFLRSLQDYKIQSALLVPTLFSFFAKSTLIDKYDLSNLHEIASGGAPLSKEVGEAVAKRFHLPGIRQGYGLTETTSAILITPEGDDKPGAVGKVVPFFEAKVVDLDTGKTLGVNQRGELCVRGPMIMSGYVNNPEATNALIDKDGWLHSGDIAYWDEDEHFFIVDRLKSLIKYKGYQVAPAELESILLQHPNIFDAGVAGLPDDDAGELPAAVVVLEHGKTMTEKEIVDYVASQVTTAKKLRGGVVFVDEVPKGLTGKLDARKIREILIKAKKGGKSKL
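FLuc 10nM, D-luciferin 10uM, ATP 10uM, Mg acetate 10mM, Tris acetate pH 7.5, Tween/BSA; cpd qHTS; enzyme added last; CCD luminescence.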
HEK cytotox: kills HEK 293 cells. HEK 293 viability, ATP luminescence (CellTiter-Glo), 48-72 h. Potency, µM (highest dose often 115 µM), without a hit: at the top dose activity change, negative = cytotoxicity, usual class: inhibitors. 94,000 compounds, 6.6% hits; further: potency means the concentration at half of the fitted maximal effect; nearly all actives have a fitted effect of over 60% in size
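CellTiter-Glo luminescence (cellular ATP) was read after 48 or 72 hr of compound exposure at 37 degree Celsius. Cells were HEK 293 plated at 250 cells/well.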
3T3 cytotox: cytotoxic compounds in NIH 3T3 cells | NIH 3T3 viability, CellTiter-Glo ATP luminescence, 48-72 h | Potency, µM (highest dose often 96.7 µM), inactives show at the top dose activity change, negative = cytotoxicity, usual class: inhibitors | 94,000 compounds, 4.3% hits; further: potency means the concentration at half of the fitted maximal effect; nearly all actives have a fitted effect of over 55% in size
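NIH 3T3 cells at 400 cells/well received 23 nL of compound by pintool and were incubated 48 or 72 h at 37 °C. Viability was read as ATP-coupled CellTiter-Glo luminescence.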
IP6K1 inh: IP6K1 kinase inhibition | Q92551 | IP6K1 kinase, ADP-Glo luminescence, 2 h; stronger effect = lower value | activity change, % (series mostly up to about 58 µM) | 140,000 compounds, 0.81% hits | AID 1645851; in the data active means activity change below about -25%
Target sequence (Q92551 whole entry, looked up): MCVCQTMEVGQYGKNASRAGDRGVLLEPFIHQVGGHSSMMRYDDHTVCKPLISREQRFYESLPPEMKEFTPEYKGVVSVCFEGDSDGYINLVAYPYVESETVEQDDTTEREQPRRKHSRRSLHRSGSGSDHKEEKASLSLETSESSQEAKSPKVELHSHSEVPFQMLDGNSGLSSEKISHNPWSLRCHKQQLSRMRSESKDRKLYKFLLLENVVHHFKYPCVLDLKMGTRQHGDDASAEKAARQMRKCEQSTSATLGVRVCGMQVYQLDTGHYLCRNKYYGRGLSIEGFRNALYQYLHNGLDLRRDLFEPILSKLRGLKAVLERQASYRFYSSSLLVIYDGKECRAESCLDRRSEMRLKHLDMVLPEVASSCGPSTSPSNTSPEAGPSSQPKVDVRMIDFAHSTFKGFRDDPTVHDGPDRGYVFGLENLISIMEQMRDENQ
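ADP-Glo luminescence measures ADP made by human IP6K1 during a 2 h RT reaction with ATP/IP6 (mix at 1.3 mM/130 uM); top library doses 57.5 and 19.1 uM final.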
Numbers without * were called inactive; i = inactive; ? = inconclusive; · = no result given; [ ] = dose if it differs, or a comment. Unless noted, the call rests on the fitted dose curve; in most records, active means well fitted curve in the direction sought with a large enough effect; inconclusive means small, poorly fitted or top-dose-only effect, or another doubt; inactive means no such curve, though single readings can be large; an effect the other way counts as inactive or inconclusive. Unless noted, on the % scale 0 is the no-effect control and ±100 the full control effect. Rows were taken by chance. About 7.8% of those tested had a hit in this group.

Results follow in this order: SNCA viab count, SNCA expr inhib, GPT2 inhibitor, FLuc inh, HEK cytotox, 3T3 cytotox, IP6K1 inh
Cc1ccccc1C(=O)N1CCCC(c2nn(-c3ccccn3)c(=O)[nH]2)C1 (configuration not stated)
    6.9%, 3.6%, i, ·, 0.6%, -11.2%, -5.3
Cc1noc2ncnc(N3CCCC(C(=O)NCCC(C)C)C3)c12 (configuration not stated)
    -9.2%, -3.5%, ·, ·, ·, ·, -6.9
Cc1noc(C)c1[S+](=O)([O-])N1CCCC(C(=O)N2CCC(c3ccccc3)CC2)C1 (configuration not stated)
    -14.3%, 3.9%, i, ·, 44.7µM*, ?, -12.2
CN1CCCN(S(=O)(=O)c2ccccc2)CCC(=O)NCC1
    1.3%, -6.1%, i, 6.9%, -16.3%, 0.9%, 0.0
Cc1ccc(C(=O)N2CCC[C@H]2c2nc(-c3ccccc3)no2)c(C)c1
    -0.1%, 5.4%, -2.8%, -0.5%, ?, ?, 3.8
COc1cc2c(cc1CN1C[C@@H]3CC[C@H](C1)N(CC1CCC1)C3=O)OCCO2
    -13.1%, -13.5%, i[11.5 µM], 3.8%, ?, ?, -3.1
Cc1ccc(Cn2c(=O)n(CCCCC(=O)NCc3ccc4c(c3)OCO4)c(=O)c3ccccc32)cc1
    19.3%, -4.0%, ·, ·, ·, ·, -10.2
CN1CC(=O)N(C2CCCNCC2)Cc2c1ncnc2N1CCCCC1 (configuration not stated)
    -4.9%, -6.1%, 1.7%, ·, -13.2%, -8.9%, 5.3
COc1ccc(CN2CCOC[C@H]2c2ncc(-c3cccc(F)c3)[nH]2)cc1
    -0.4%[87.6 µM], 4.8%[87.6 µM], i, 8.6%[172 µM], ?, ?, 7.4
O=C(Nc1ccc(C(=O)OCc2cc(=O)n3nc(C4CC4)sc3n2)cc1)c1cccc(Cl)c1
    -5.2%, 24.3%, ·, ·, ·, ·, 5.3
COc1ccc(C2=C(C)C(=O)N(Cc3ccc(C(=O)Nc4ccc(F)cc4C)cc3)S2(=O)=O)cc1
    -1.5%, ?, ·, ·, ·, ·, -29.6*
c1ccc(-c2cc(CC3(NCC4CCCCC4)COC3)no2)nc1
    2.3%[87.6 µM], 5.6%[87.6 µM], i, -6.1%[172 µM], -24.1%[172 µM], -12.4%[138 µM], -8.5
CC(C)C(=O)Nc1ccc(C2(C(=O)NCCN3CCCCC3)CCCCC2)cc1
    3.5%, -6.0%, 0.7%, 9.7%, -15.8%, i, 0.8
O=C(NC1CCCc2ccccc21)C1CN(C2CCCCC2)C(=O)N1 (configuration not stated)
    -7.9%[12.5 µM], -1.1%[87.6 µM], 4.5%[88.5 µM], ·, ?, -23.9%[138 µM], 3.9
COC[C@@H]1CN(S(=O)(=O)c2cc(F)ccc2OC)C[C@H]1C(N)=O
    -3.2%, -13.9%, i, 5.4%, -0.7%, -8.4%, 9.7
Cc1ccc2cccc(NC(=O)COc3ccccc3[N+](=O)[O-])c2n1
    -7.3%, -1.7%, ·, ·, ·, ·, 12.1
CCOc1ccc(-c2nc(SC(C(C)=O)C(=O)N(C)C)c3c(=O)n(C)c(=O)n(C)c3n2)cc1 (configuration not stated)
    2.1%, 37.9%[activator], ·, ·, ·, ·, -2.1
Cc1ccccc1C(=O)OCc1cc(=O)n2nc(C3CC3)sc2n1
    13.6%, 195.8%[activator], ·, ·, ·, ·, -22.2
CC(C)n1cnnc1CC1CCCNC1 (configuration not stated)
    4.5%, 14.1%, i, -9.5%, 0.2%, -3.8%, 17.6
OC[C@]12CCCN[C@@H]1CCN(Cc1cccc(-c3ccccn3)c1)C2
    -6.6%, 1.6%, i, 0.0%, 4.2%, 0.8%, 4.2

Four structures from above, arranged by length of the SMILES, ascending.
Results follow in this order: SNCA viab count, SNCA expr inhib, GPT2 inhibitor, FLuc inh, HEK cytotox, 3T3 cytotox, IP6K1 inh
c1ccc(-c2cc(CC3(NCC4CCCCC4)COC3)no2)nc1
    2.3%[87.6 µM], 5.6%[87.6 µM], i, -6.1%[172 µM], -24.1%[172 µM], -12.4%[138 µM], -8.5
Cc1ccc2cccc(NC(=O)COc3ccccc3[N+](=O)[O-])c2n1
    -7.3%, -1.7%, ·, ·, ·, ·, 12.1
Cc1ccc(Cn2c(=O)n(CCCCC(=O)NCc3ccc4c(c3)OCO4)c(=O)c3ccccc32)cc1
    19.3%, -4.0%, ·, ·, ·, ·, -10.2
CCOc1ccc(-c2nc(SC(C(C)=O)C(=O)N(C)C)c3c(=O)n(C)c(=O)n(C)c3n2)cc1 (configuration not stated)
    2.1%, 37.9%[activator], ·, ·, ·, ·, -2.1

(continued)
Results follow in this order: SNCA viab count, SNCA expr inhib, GPT2 inhibitor, FLuc inh, HEK cytotox, 3T3 cytotox, IP6K1 inh
CCCN1CCN(C(=O)Cn2nc(C)c3sc(-c4ccccc4)nc3c2=O)CC1
    -2.4%, 0.5%, -9.4%, -8.4%, -0.8%, -9.7%, 11.8
O=C(c1ccccc1)N1Cc2ccccc2CC2(CCN(CC3CCNC3)C2)C1 (configuration not stated)
    -13.3%, -8.3%, i, ·, ?, ?, 10.5
CCC(=O)N1CCc2cc(Br)cc(S(=O)(=O)N3CCCC(C(=O)NCc4ccc(OC)cc4)C3)c21 (configuration not stated)
    -0.1%, -37.1%, ·, ·, ·, ·, -10.5
Cn1nc(C(C)(C)C)cc1C(=O)NC(Cc1cccc(Cl)c1)C(=O)NCC#N (configuration not stated)
    3.2%, ·, i, ·, ·, ·, 4.1
COc1cccc(-c2cc(C(=O)NCCCNC(=O)OC(C)(C)C)c3cnn(C)c3n2)c1
    ·, ·, ·, ·, ?, ?, 8.0
Cc1sc2ncn(CC(=O)Nc3cccc(C(F)(F)F)c3)c(=O)c2c1S(=O)(=O)N1CCN(C)CC1
    7.7%, 8.6%, ·, ·, ·, ·, -13.7
Cc1nsc(NC(=O)NCc2ccccc2OC(F)(F)F)n1
    -13.4%, ?, i, 2.8%, ?, ?, 6.0
O=C(COc1ccccc1)NC[C@H]1COCc2nc3cccnc3n21
    -1.5%[87.6 µM], -11.5%[87.6 µM], i, -12.4%[172 µM], ?, -32.7%[138 µM], 6.3
COCCN(C)C(=O)c1ccc2c(c1)C1(CCN(CC3CC3)C1)CN2Cc1ccccc1 (configuration not stated)
    -9.2%[87.6 µM], -24.4%[87.6 µM], -11.4%[88.5 µM], -0.5%[172 µM], ?, ?, 12.3
Cc1ccc(C(=O)c2oc3ccccc3c2NC(=O)Cc2coc3ccc(C)cc23)cc1
    -0.6%, 23.0%, ·, ·, ·, ·, -8.4
CCOC(=O)N1CCc2c(sc3c2c(=O)n(-c2ccc(F)cc2)c(=O)n3CC(=O)c2ccccc2)C1
    6.4%, 17.2%, ·, ·, ·, ·, 18.8
COc1cccc(CN2CCCC3(Cc4ccccc4CNC3=O)C2)c1 (configuration not stated)
    6.2%, -0.9%, -9.8%, ·, -3.5%, 1.2%, 3.3
CC1=C[C@@H](CN2CCC(CO)CC2)[C@H](C(C)C)C[C@H]1Cc1nnc(-c2ccccc2)o1
    -10.4%[87.6 µM], -21.9%[87.6 µM], ?, -5.4%[172 µM], ?, -8.2%[174 µM], 2.5
CN(Cc1cccc(C(F)(F)F)c1)C(=O)Nc1ccccc1
    3.6%[87.6 µM], -7.1%[87.6 µM], i, ?, ?, ?, -1.3
COCCS(=O)(=O)c1ncc(CN(C)C(C)c2ccon2)n1Cc1ccccc1 (configuration not stated)
    -4.4%, 27.9%, -11.3%, 0.6%, -5.6%, ?, 5.3
O=C(C1CCCO1)N1CCc2c(n(Cc3cccnc3)n(CCc3ccccc3)c2=O)C1 (configuration not stated)
    7.8%[87.6 µM], 0.6%[87.6 µM], 1.5%[88.5 µM], -0.5%[172 µM], 4.1%[172 µM], ?, 10.4
Fc1ccc(C2Cn3nnc(-c4nc(-c5ccccc5)no4)c3CO2)cc1 (configuration not stated)
    16.3%, 0.8%, i, -9.5%, -5.2%, -17.3%, 0.0
O=C([C@@H]1C[C@H](F)CN1C(=O)Nc1cccc(Br)c1)N1CCCCC1
    ?, -9.4%, i, ?, 2.9%, 3.7%, 4.0
Cn1nc(C2CC2)cc1NC(=O)c1ccccc1
    -2.9%[87.6 µM], 14.0%[87.6 µM], i, ·, -31.8%[172 µM], -22.3%[138 µM], -0.6
CC(C)CC(=O)N1CCC2(CC1)C(=O)N(C)c1ccccc12
    -0.4%, -0.1%, -10.6%, -1.6%, -0.7%, 4.1%, 6.3

Whole records from above.
O=C([C@@H]1C[C@H](F)CN1C(=O)Nc1cccc(Br)c1)N1CCCCC1 is listed as SNCA viab count = ?; SNCA expr inhib = -9.4%; GPT2 inhibitor = i; FLuc inh = ?; HEK cytotox = 2.9%; 3T3 cytotox = 3.7%; IP6K1 inh = 4.0
Cc1ccc(C(=O)N2CCC[C@H]2c2nc(-c3ccccc3)no2)c(C)c1 is listed as SNCA viab count = -0.1%; SNCA expr inhib = 5.4%; GPT2 inhibitor = -2.8%; FLuc inh = -0.5%; HEK cytotox = ?; 3T3 cytotox = ?; IP6K1 inh = 3.8

Additional records:
Results follow in this order: SNCA viab count, SNCA expr inhib, GPT2 inhibitor, FLuc inh, HEK cytotox, 3T3 cytotox, IP6K1 inh
Cc1c(CN2CCC3(CCNCC3)C2)c(=O)n(-c2ccccc2)n1C
    2.0%, -5.9%, 2.6%, -5.3%, i, i, -2.9
O=C(O)c1ccc(CNCc2ccccc2Cl)s1
    6.0%, -10.9%, ·, ·, ·, ·, -8.1
O=C(c1cc(Cl)ccc1Cl)N1CCN(c2cc(-c3ccccc3)[nH]n2)CC1
    -8.3%, -22.3%, i, 3.0%, ?, ?, 2.7
NCCn1cc(C(=O)NCC(c2cccnc2)N2CCCCC2)nn1 (configuration not stated)
    -4.0%, 18.5%, -13.6%, 0.0%, -27.3%, -8.1%, 5.6
CNC(=O)[C@H]1C[C@H](Oc2cccnc2)CN1C(=O)Nc1cccc(C)c1
    3.7%, -13.4%, 1.7%, 1.0%, -3.0%, -10.1%, 32.4
Cc1ncccc1OC1(C(=O)NCc2nnc3n2CCC3)CCNCC1
    2.0%, 7.5%, -0.5%, -2.2%, -2.2%, -21.6%, 0.1
